# West Nile virus CPE – inhibition of WNV-induced cytopathic effect – cell-based, CPE readout (AID 1621); West Nile virus-infected cells, CPE inhibition; higher % means a stronger effect; one-dose CPE inhibition, % at 10 µM; IC50 in µM for titrated hits; 290,000 tested, 0.02% active; in the data active = a potency from the dose series; inconclusive = CPE inhibition mostly from about 3.7% at the one dose, without a potency; inactive = the rest, 99 in 100 with CPE inhibition below about 2.2%; also: strong numbers were not always called active
# CSM14.1 death rescue – protection against thapsigargin-triggered cell killing – 384-well, CSM14.1, ATP luminescence, primary screen (AID 1222). 190,000 tested, under 10 active. one-dose cellular ATP content (survival), % at 20 µM; EC50 in µM for titrated hits. CSM14.1 thapsigargin-induced death rescue, ATP luminescence; higher % means a stronger effect;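 active = EC50 below 50 µM in the dose-response confirmation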;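 also: death triggered by thapsigargin at about 15 µM added after 2 h compound pretreatment; cell ATP read after overnight thapsigargin exposure of roughly 18 to 22 hours; normalized against plate controls of thapsigargin alone and 5% DMSO vehicle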
# human PMI inhibitors – MPI inhibition at elevated mannose 6-phosphate – biochemical, fluorescence intensity, high mannose 6-phosphate, primary screen (AID 1220); recombinant PMI enzyme, coupled fluorescence intensity; higher % means a stronger effect; inhibition, % at 20 µM, or IC50 in µM where a hit was titrated; 190,000 tested, 0.66% active; in the data active = inhibition above about 50%
# M17LAP inhibition – P. falciparum M17LAP inhibitors, primary screen, biochemical, fluorogenic H-Leu-NHMec substrate, 1536-well (AID 1619) | inhibition, % at 30 µM; hits with a dose series show IC50 in µM | 220,000 tested, 0.38% active | recombinant M17LAP, H-Leu-NHMec fluorogenic kinetic assay; higher % means a stronger effect;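 active = compound inhibiting the enzyme by more than half at any dose during confirmatory dose-response retesting; inconclusive = strong single-dose inhibitors picked by rank but not retested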;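 also: plate controls were full reaction with DMSO carrier for no effect and no enzyme background for full effect; strong numbers were not always called active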
# Siah-1 displacement – blockers of Siah-1 interaction with plectin peptide – biochemical, fluorescence polarization, rhodamine-plectin, uHTS, primary screen (AID 1817). Siah-1 / rhodamine-plectin peptide fluorescence polarization; higher % means a stronger effect. displacement, % at 20 µM, or IC50 in µM where a hit was titrated. 290,000 tested, 0.02% active;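 active = displacement of at least 50% at 20 µM, with a fluorescence ratio check between 0.3 and a set limit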;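 also: plate controls were Siah plus tracer with DMSO for no effect and tracer alone without Siah for full effect; strong numbers were not always called active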
# Salmonella PhoP GFP – PhoP-dependent GFP reporter repression – Salmonella Typhimurium, primary screen (AID 1863); S. Typhimurium PhoP-regulated promoter GFP reporter, 4 h; higher % means a stronger effect; inhibition, % at 50 µM, or IC50 in µM where a hit was titrated; 300,000 tested, 0.16% active;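 active = inhibition over 29.93%, a cutoff 3 SD above the screen mean, later confirmed by dose response; inconclusive = inhibition over 29.93% but no dose response follow-up; inactive = inhibition at most 29.93% or unconfirmed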;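 also: 0% = low Mg2+ inducing control and 100% = high Mg2+ repressing control; strong numbers were not always called active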
# P. falciparum M1AAP – P. falciparum M1AAP inhibitors, biochemical, fluorogenic H-Leu-NHMec substrate, 1536-well (AID 1445); 220,000 tested, 0.42% active; inhibition, % at 30 µM, or IC50 in µM where a hit was titrated; recombinant M1AAP, H-Leu-NHMec fluorogenic kinetic assay; higher % means a stronger effect;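 active = primary inhibition above the hit cutoff, then over 50% inhibition at one or more dose response concentrations, cut at about 23% in these data, passing the limit was not always enough; inconclusive = conflicting primary data, or primary hits not chosen for dose response; inactive = low primary inhibition, or under 50% at every dose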;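 also: plate controls were DMSO full reaction for no effect and no enzyme background for full effect; strong numbers were not always called active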
# XIAP antagonists – small molecules displacing peptide from XIAP – biochemical, IAP family, fluorescence polarization (AID 1018); XIAP BIR domain, fluorescence polarization peptide displacement; higher % means a stronger effect; displacement, % at 20 µM; hits with a dose series show IC50 in µM; 200,000 tested, 0.007% active; in the data active = displacement above about 50%; also: a part of the inactive calls stands beside numbers as strong as those of hits
# Yfh1-depleted yeast – enhancers of respiration in Yfh1-depleted yeast, dose response, Friedreich's ataxia, plus single-dose screen (AID 1465); S. cerevisiae Yfh1-off respiration, WST-1 reduction, 72 h; higher fold induction means a stronger effect; fold induction at 50 µM, or EC50 in µM where a hit was titrated; 220,000 tested, 0.074% active;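 active = fold induction of absorbance versus untreated yeast above a set limit, then at least 30% activation at any dose in follow-up; inconclusive = repeats straddling the limit, or above it without dose testing; inactive = fold induction below the set limit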;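 also: activators that raise dye reduction in frataxin-depleted yeast; strong numbers were not always called active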
# * hit, by the source's call; i = inactive; ? = inconclusive; / = not tested or not shown.
Molecule	West Nile virus CPE	CSM14.1 death rescue	human PMI inhibitors	M17LAP inhibition	Siah-1 displacement	Salmonella PhoP GFP	P. falciparum M1AAP	XIAP antagonists	Yfh1-depleted yeast
COc1ccc(CC(=O)Nc2oc(-c3ccccc3)c(-c3ccccc3)c2C#N)cc1OC	0.4%	-2.0%	25.5%	3.8%	-2.8%	-0.6%	12.2%	-5.4%	i
N[C@@H](Cc1ccccc1)c1nnc(SC/C=C/c2ccccc2)o1	0.1%	/	/	-7.3%	-0.4%	-0.5%	2.4%	/	i
COc1ccccc1NC(=O)COC(=O)CNC(=O)c1ccc(OC)c(OC)c1	-0.3%	0.0%	12.0%	-0.6%	-1.3%	-0.8%	-3.1%	-4.5%	i
CCc1ccc(/C=N/NC(=O)Cc2cccn2C)cc1	0.6%	/	/	2.2%	0.7%	2.8%	3.2%	/	i
COc1ccc(C2(O)CCN(C(=O)Cc3cccnc3)CC2)cc1	0.2%	-0.3%	9.0%	-2.2%	-0.9%	-1.2%	-5.0%	-1.9%	i
Cc1cc(C)nc(NS(=O)(=O)c2ccc(N3C(=O)C4CC=C(Cl)CC4C3=O)cc2)n1 (stereo unspecified)	-0.1%	-1.0%	15.3%	20.1%	-1.9%	-5.8%	-1.0%	-3.5%	i
NNC(=O)/C(=C\c1ccc(Br)cc1)NC(=O)c1cccs1	1.2%	-1.1%	0.1%	12.3%	13.2%	6.1%	3.3%	1.3%	i
COC(=O)c1ccc(NC(=O)C(=O)N2CCN(C(=S)NCCc3ccccc3)CC2)cc1	0.0%	1.8%	5.1%	6.5%	7.9%	12.1%	4.0%	-2.0%	i
CSc1ccc(CN2CCC(CO)(Cc3ccc(Cl)cc3)CC2)cc1	-0.9%	-2.7%	10.5%	1.9%	-0.3%	-4.6%	-5.6%	-17.7%	i
CCOC(=O)N1CCC(NC(=O)c2ccc(CNS(=O)(=O)c3ccc(F)cc3)cc2)CC1	0.2%	-0.2%	-9.2%	0.7%	3.2%	1.0%	4.0%	-6.0%	i
CC(Nc1ccc(N2CCOCC2)cc1)C(=O)N1c2ccccc2CC1C (stereo unspecified)	0.1%	/	/	3.7%	-1.4%	-12.9%	6.0%	/	i
Cc1sc2nc(CSCC(=O)N(CCC#N)c3ccccc3)[nH]c(=O)c2c1C	0.4%	-0.2%	-17.4%	18.5%	-3.9%	-5.8%	5.9%	-0.7%	i
O=C(O)c1csc(Br)c1Br	0.3%	-1.8%	-21.3%	4.8%	7.5%	-1.5%	0.2%	-1.2%	i
CC(C)(C)C(=O)N1CCN(c2ccc([N+](=O)[O-])c(NCC3CCCO3)c2)CC1 (stereo unspecified)	-0.2%	-0.3%	25.8%	-4.9%	1.6%	8.9%	4.7%	-5.4%	?
CCOC(=O)C1=C(O)/C(=C/c2cc(OC)c(OC)c(OC)c2)N=C1C	0.0%	3.3%	15.0%	9.9%	-1.2%	5.1%	2.5%	-4.6%	i
COc1ccc(-c2cc(-c3cc(OC)ccc3O)[nH]n2)cc1	-0.7%	-0.8%	1.7%	-3.6%	-3.9%	21.7%	-0.3%	-8.6%	i
COc1cccc(/C=N/Nc2nnc3c(n2)[nH]c2ccccc23)c1OC	0.0%	/	/	-3.1%	0.8%	-12.8%	1.9%	/	i
Cc1cccc(-n2ncc3c(N4CCc5ccccc54)ncnc32)c1	/	-1.9%	-4.1%	1.4%	5.5%	-4.9%	7.1%	-0.2%	/
COc1ccc(OC)c(Cc2nnc(CCC(=O)NCc3ccsc3)o2)c1	-0.2%	2.0%	-3.7%	-16.4%	5.2%	-10.6%	5.8%	2.3%	i
CN1CCN(NC(=O)c2cc([N+](=O)[O-])cc([N+](=O)[O-])c2)CC1	1.0%	1.1%	-4.0%	1.3%	2.8%	-6.2%	12.6%	-4.3%	i
CCOC(=O)c1c(O)c2ccccc2n(-c2ccccc2)c1=O	-0.1%	/	4.4%	2.2%	4.1%	-17.6%	-3.1%	-3.5%	i
CC(Oc1ccc(-c2nccc(-c3ccccn3)n2)cc1)C(=O)NN (stereo unspecified)	/	-1.1%	7.6%	10.4%	3.4%	-2.5%	18.4%	0.7%	/
CC1=C(C(=O)OCC(Br)(Br)Br)C(c2ccc(Br)cc2)NC(=O)N1CCCC(=O)O (stereo unspecified)	-0.3%	5.3%	-0.6%	3.4%	4.0%	-1.2%	16.4%	-7.8%	i
CCCCCn1c(N2CCN(c3cccc(Cl)c3)CC2)nc2c1c(=O)[nH]c(=O)n2C	-0.4%	0.8%	6.9%	3.2%	-0.1%	-5.1%	5.3%	-5.3%	i
CCCCCCCCOc1ccc(C2OC34CCCCC3C(C#N)(C#N)C2(C#N)C(=N)O4)cc1 (stereo unspecified)	0.4%	-1.6%	46.5%	-57.0%	-3.1%	-37.9%	15.7%	-0.7%	i
CC(C)(C)n1nnnc1CN(Cc1ccco1)Cc1cc2cc3c(cc2[nH]c1=O)OCO3	1.4%	/	11.1%	-89.3%	1.8%	-8.2%	?	-1.1%	i
CC(=O)NC(C)C(c1cccs1)N1CCN(c2ccccc2)CC1 (stereo unspecified)	-0.8%	-0.4%	-7.1%	-5.6%	-5.0%	-3.3%	1.9%	-1.6%	i
COc1ccc(CCCc2nnc(SCC(=O)Nc3nccs3)n2C)cc1C	-1.3%	-2.0%	9.4%	-2.8%	-2.8%	-2.8%	3.1%	-9.0%	i
COc1cc2c(cc1OC)-c1cc(NCc3ccccn3)nc(=O)n1CC2	0.3%	-0.4%	-17.8%	-7.0%	10.2%	-3.0%	7.3%	43.0%	i
COCCOC(=O)C1=C(C)NC(=O)NC1C1CC=CCC1 (stereo unspecified)	-0.9%	0.5%	2.5%	1.6%	-1.4%	0.4%	1.1%	1.8%	i
CCc1ccc(CNC(=O)c2cc3c(C)nc4ccccc4c3o2)cc1	0.1%	-1.6%	14.2%	5.4%	5.5%	7.2%	3.7%	-0.9%	i
Cc1ccc(C(C)NC(=O)/C(C#N)=C\c2c(C)[nH]c3ccccc23)cc1 (stereo unspecified)	?	-0.7%	13.9%	6.2%	1.0%	2.1%	7.9%	/	i
CCOC(=O)Nc1ccc2c(c1)N(C(=O)CCN(C)C)c1ccccc1S2	-0.7%	0.8%	1.8%	-1.7%	3.4%	19.2%	7.3%	-8.5%	i
Cc1nc(/C=C/c2ccccc2)cc(/C=C/c2ccccc2)n1	-0.2%	0.0%	5.9%	-1.9%	1.4%	-4.1%	-1.2%	-4.9%	i
CCOC(=O)c1oc2nc3c(cc2c1N)COC(C)(C)C3	0.2%	-2.6%	-61.7%	-1.7%	0.6%	-12.8%	4.1%	-0.3%	i
COc1ccc(Cc2nnc(NC(=O)c3ccco3)s2)cc1	-0.2%	-1.0%	12.7%	2.0%	-0.2%	-8.3%	0.8%	-2.4%	i
CCn1cc(C(=O)O)c(=O)c2cc(OC)ccc21	-0.5%	-5.8%	19.3%	1.2%	-1.3%	15.5%	-8.4%	-3.8%	i
COc1cc2c3c(c1OC)C1(C=CC(=NNC(N)=O)C=C1)CC3N(C(C)=O)CC2 (stereo unspecified)	0.3%	4.2%	12.4%	14.6%	7.4%	-14.7%	7.5%	-2.4%	i
O=C(NCCc1nc2ccccc2[nH]1)c1ccc([N+](=O)[O-])cc1	0.1%	/	/	-2.7%	4.9%	-5.6%	2.7%	/	i
CCN1CCC(NC(=O)Nc2ccccc2C(=O)OC)CC1	0.0%	-0.4%	8.9%	5.5%	-0.4%	1.2%	6.7%	-5.9%	i
CCCc1nnc(SCC(=O)N2CCCC(C)C2)n1CCCOC (stereo unspecified)	0.0%	-0.8%	-4.8%	-9.0%	-3.7%	19.8%	7.1%	-6.0%	i
CC(C)(C)C(=O)Nc1ccc(S(=O)(=O)c2ccc(NC(=O)C(C)(C)C)cc2)cc1	0.1%	2.5%	2.8%	6.1%	2.1%	6.8%	-1.0%	-0.6%	i
CC(=O)N[C@H]1[C@H](OCc2ccccc2F)O[C@H](COC(C)=O)[C@@H](OC(C)=O)[C@@H]1OC(C)=O	-0.1%	/	/	-10.7%	-0.7%	2.3%	-1.0%	/	i
COc1cc(/C=C2/C(=N)N3C=CSC3=NC2=O)ccc1OCCCOc1c(C)cccc1C	-0.3%	1.1%	15.5%	6.2%	-1.2%	-3.8%	9.2%	-20.8%	i
CC(=O)OCC(=O)Nc1cc(S(=O)(=O)N2CCCCCC2)ccc1Cl	-0.3%	-0.9%	4.6%	6.9%	-12.4%	0.3%	9.5%	0.1%	i
CC(=O)Nc1ccc(-c2csc(N/N=C\c3ccncc3)n2)cc1	0.1%	/	/	-3.1%	1.2%	-0.3%	5.7%	/	i
O=[N+]([O-])c1ccccc1S(=O)(=O)Oc1ccc(/C=N/n2cnnc2)cc1	-0.4%	-0.3%	-10.0%	-2.7%	-0.2%	2.2%	5.2%	-5.3%	i
Cc1c(Cl)cccc1NC(=O)CN1C(=O)CSc2ncccc21	-0.8%	0.7%	0.0%	18.9%	1.6%	5.4%	3.5%	-2.8%	i
Cc1c(Br)c(C(F)(F)F)nn1CC(=O)N1CCCC1	0.2%	6.5%	-0.9%	0.2%	4.2%	-9.2%	6.8%	-6.7%	i
CN1CCN(C(=O)c2cn(C)c3ccc(S(=O)(=O)N(C)C4CCCCC4)cc3c2=O)CC1	0.2%	-0.9%	-1.4%	3.9%	-3.4%	5.6%	1.6%	-0.6%	i
CCN1CCC(NC(=O)Nc2ccc(F)cc2)CC1	-0.2%	-0.5%	-1.2%	-2.8%	0.8%	-8.5%	0.6%	-1.1%	i
CCNc1nc(SC(C)C(=O)Nc2ccccc2)nc(N2CCOCC2)n1 (stereo unspecified)	0.2%	-2.7%	-5.0%	1.9%	0.5%	-2.6%	7.7%	-1.6%	i
CCOc1ccc2nc(SCC(=O)NC(=O)NCc3ccco3)[nH]c2c1	-0.1%	-0.8%	6.8%	1.5%	3.6%	-3.8%	-2.5%	-7.2%	i
O=C(CN1CCCC1)NC(=O)NC1CCCC1	0.0%	-1.8%	-6.7%	-2.3%	12.6%	-4.7%	1.8%	-6.9%	i

# Screening data (PubChem)
